# From PubChem BioAssay
# SRC2 inh: inhibition of GAL4-SRC2 driven luciferase reporter, primary screen, SRC2 inhibitor project, cell-based, luminescence; Nuclear receptor coactivator 2 (Homo sapiens), Q15596; HEK293 GAL4-SRC2 luciferase reporter; inhibition, % at 9 µM; 0.17% of 370,000 active; AID 651957, 2012;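 active means inhibition above the mean inhibition of all tested compounds plus 3 SD, set per campaign, cut at about 52% in these data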;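 further: 0% = DMSO treated cells and 100% = cells given Gossypol at 36 µM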
# NR2F2 inh: NR2F2 transcriptional activity inhibitors, primary screen, cell-based, luciferase reporter, HEK293T, luminescence. inhibition, % at 8.6 µM. 0.7% of 370,000 active. HEK293T NGFI-A luciferase reporter. COUP transcription factor 2 (Homo sapiens), P24468;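 active means inhibition above a per-plate cutoff, mean inhibition of test wells between control levels plus 3 SD, cut at about 38% in these data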;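 further: cells cotransfected with COUP-TFII expression vector driving the NGFI-A reporter; 0% = median of COUP-TF2 test wells and 100% = reporter-only cells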
# NOD2-RIPK2 inh: NOD2-RIPK2 binding disruptors in cells, primary screen, fluorescence, CHO cells, BLA complementation | Receptor-interacting serine/threonine-protein kinase 2 (Homo sapiens), O43353 | CCF4 ratio | inhibition, % at 4.98 µM | 0.38% of 360,000 active; in the data active means inhibition above about 21%;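 further: 0% = vehicle only and 100% = reference blocker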
# ABHD5 PLIN5 PPI: ABHD5-PLIN5 interaction inhibitors, primary screen, cell lysate, split luciferase complementation, luminescence. 0.78% of 360,000 active. AID 602281, 2012. Split G. princeps luciferase complementation, 4 h. inhibition, % at 4 µM. Perilipin-5 (Homo sapiens) + 1-acylglycerol-3-phosphate O-acyltransferase ABHD5 (Homo …;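 active means inhibition above the mean inhibition across every tested compound plus 3 SD, cut at about 22% in these data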;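 further: 0% = DMSO only wells and the 100% control is not disclosed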
# SRC3 inh: SRC3 coactivator transcriptional activity inhibitors, primary screen, cell-based, luminescence; Nuclear receptor coactivator 3 (Homo sapiens), Q9Y6Q9; HEK293 GAL4-SRC3 luciferase reporter; inhibition, % at 3.6 µM; 0.17% of 360,000 active;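 active means inhibition above a per-campaign cutoff, the mean of all compounds plus 3 SD, cut at about 60% in these data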;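 further: 0% = DMSO-treated cells and 100% = gossypol-treated cells at 36 µM; higher means less SRC3-driven luciferase light from the GAL4 reporter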
# Granule exo inh: LAMP-1 surface exposure blockers, TALL-104 cells – cell-based, flow cytometry, MLPCN library, primary screen | TALL-104 LAMP-1 surface exposure; cells stimulated with thapsigargin and PMA | inhibition, % at 10 µM | 0.66% of 360,000 active | AID 651702, 2012;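 active means inhibition above about 55%, limit read from the data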
# TLR9-MyD88 inh: inhibitors of TLR9-MyD88 association in cells, primary screen, cell-based, CHO, BLA complementation, fluorescence. CCF4 FRET ratio. inhibition, % at 4.98 µM. 0.21% of 340,000 active;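 active means inhibition above the mean over all tested compounds plus 3 SD, cut at about 21% in these data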;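 further: 0% = DMSO only wells and 100% = clavulanate BLA inhibitor control wells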
# TWEAK Fn14 block: inhibitors of TWEAK-Fn14 signaling, primary screen, luciferase reporter cells, uHTS; TWEAK-stimulated Fn14 reporter cells, luciferase luminescence, 8 h; inhibition, % at 10 µM; 2% of 360,000 active; AID 1159606, 2016; in the data active means inhibition above about 50%
# LRH-1 inv ag: LRH-1 (NR5A2) inverse agonists, primary screen, cell-based, luminescence, HEK293T, StAR-luciferase reporter; Nuclear receptor subfamily 5 group A member 2 (Homo sapiens), O00482; LRH-1 transfected, 24 h; inhibition, % at 3.6 µM; 0.13% of 360,000 active;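 active means inhibition above the mean inhibition of all tested compounds plus 3 SD, cut at about 73% in these data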;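 further: 0% = DMSO wells and 100% = reporter-only cells lacking LRH-1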
# NCOA1 inh: SRC1 coactivator transcriptional activity inhibitors, primary screen, cell-based, luminescence | inhibition, % at 3.6 µM | HEK293 GAL4-SRC1 luciferase reporter | 0.12% of 360,000 active | Nuclear receptor coactivator 1 (Homo sapiens), Q15788;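 active means inhibition above the campaign mean plus 3 SD, with each screening campaign given its own cutoff, cut at about 60% in these data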;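 further: 0% = DMSO treated cells and 100% = gossypol at 36 µM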
# Target sequence (Q15788 whole entry, looked up, the tested form may be a part): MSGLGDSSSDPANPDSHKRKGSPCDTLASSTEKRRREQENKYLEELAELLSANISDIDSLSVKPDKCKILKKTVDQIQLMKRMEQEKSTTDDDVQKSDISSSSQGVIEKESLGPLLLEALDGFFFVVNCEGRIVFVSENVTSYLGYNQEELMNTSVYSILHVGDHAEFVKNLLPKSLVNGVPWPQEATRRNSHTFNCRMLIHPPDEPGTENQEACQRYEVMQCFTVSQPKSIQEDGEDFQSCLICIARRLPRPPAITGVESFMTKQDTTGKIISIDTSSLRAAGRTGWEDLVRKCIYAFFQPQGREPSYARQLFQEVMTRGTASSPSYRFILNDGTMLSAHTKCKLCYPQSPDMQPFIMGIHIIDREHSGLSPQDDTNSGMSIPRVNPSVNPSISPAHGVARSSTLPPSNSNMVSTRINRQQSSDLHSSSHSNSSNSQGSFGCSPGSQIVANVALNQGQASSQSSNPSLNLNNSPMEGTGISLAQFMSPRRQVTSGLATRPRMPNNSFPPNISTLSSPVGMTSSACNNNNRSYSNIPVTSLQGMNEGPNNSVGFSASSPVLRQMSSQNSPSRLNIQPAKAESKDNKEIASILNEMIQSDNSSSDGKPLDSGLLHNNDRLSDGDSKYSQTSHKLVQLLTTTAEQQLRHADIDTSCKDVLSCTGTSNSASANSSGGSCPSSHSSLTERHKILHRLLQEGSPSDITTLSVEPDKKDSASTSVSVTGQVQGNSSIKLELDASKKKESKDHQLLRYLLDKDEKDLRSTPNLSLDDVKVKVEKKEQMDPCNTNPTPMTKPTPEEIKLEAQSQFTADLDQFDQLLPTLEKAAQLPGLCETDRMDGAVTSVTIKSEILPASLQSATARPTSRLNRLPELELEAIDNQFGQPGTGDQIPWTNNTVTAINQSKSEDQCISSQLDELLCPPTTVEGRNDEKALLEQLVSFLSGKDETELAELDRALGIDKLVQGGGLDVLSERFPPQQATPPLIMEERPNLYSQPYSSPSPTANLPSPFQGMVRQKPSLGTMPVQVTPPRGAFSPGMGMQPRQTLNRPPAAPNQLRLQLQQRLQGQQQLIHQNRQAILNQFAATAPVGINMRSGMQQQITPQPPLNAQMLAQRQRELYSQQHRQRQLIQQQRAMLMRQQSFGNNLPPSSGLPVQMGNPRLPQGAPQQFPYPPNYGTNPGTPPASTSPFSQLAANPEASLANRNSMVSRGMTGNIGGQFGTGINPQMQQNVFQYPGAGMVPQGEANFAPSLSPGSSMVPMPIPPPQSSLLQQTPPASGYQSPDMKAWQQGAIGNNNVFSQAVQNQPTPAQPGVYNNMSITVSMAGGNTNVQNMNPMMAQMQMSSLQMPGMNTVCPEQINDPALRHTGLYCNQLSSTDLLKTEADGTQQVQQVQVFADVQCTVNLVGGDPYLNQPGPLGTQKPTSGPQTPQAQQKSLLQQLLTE
# TROY NFkB inh: inhibitors of TROY-driven NF-kB signaling, primary screen, Q293 LMP1-TROYcd cells, NF-kB luciferase, uHTS | Q293 LMP1-TROYcd NF-kB luciferase reporter, 4 h | inhibition, % at 10 µM | 0.98% of 360,000 active | AID 1347056, 2019;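 active means compounds whose plate-normalised and pattern-corrected inhibition of the luciferase reporter signal at the single screening dose is 50% or more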
# Numbers without * were called inactive; . = no result given. These rows are one share of the data; rates above refer to the full screens.
SMILES,SRC2 inh,NR2F2 inh,NOD2-RIPK2 inh,ABHD5 PLIN5 PPI,SRC3 inh,Granule exo inh,TLR9-MyD88 inh,TWEAK Fn14 block,LRH-1 inv ag,NCOA1 inh,TROY NFkB inh
CCOC(=O)c1c(NC(=O)COC(=O)CCOc2ccccc2C)sc(C(=O)NC)c1C,26,-7,3,6,-7,-1,-3,-1,3,-12,9
CC(=O)Nc1ccc(S(=O)(=O)Nc2nc3ccccc3nc2Nc2ccc(S(N)(=O)=O)cc2)cc1,7,3,-9,0,18,-4,-3,-10,-5,3,6
OC(C#CCN1CCOCC1)c1cccs1 (stereo unspecified),2,5,-3,-7,-9,0,9,5,5,-1,-2
C#C[C@]1(O)CC[C@H]2[C@@H]3CCc4cc(OC5CCCC5)ccc4[C@H]3CC[C@@]21C,15,3,-4,-2,-2,31,-15,11,7,2,-12
Cc1ccc2nc(NC(=O)C3CCCN3C(=O)OC(C)(C)C)sc2c1 (stereo unspecified),10,8,-6,-4,-17,2,4,-3,-23,-9,-15
Cc1ccc(Cl)cc1NC(=O)CNC(=O)N1CC(=O)Nc2ccccc21,23,-25,-6,-5,10,0,-7,-8,-20,-23,0
CCc1ccc(C(O)c2ncc(-c3cccc(OC)c3)[nH]2)cc1 (stereo unspecified),.,.,-12,6,-10,10,.,-3,5,-2,-17
CC(C)n1c(SCC(=O)NC2CC2)nnc1C1CC1,-34,9,-8,2,0,0,3,-4,9,-3,0
CC(C)CC(C(=O)N1CCc2ccccc2C1)N1C(=O)c2ccccc2C1=O (stereo unspecified),-16,-14,-2,2,12,-1,1,12,1,-20,-6
COc1cccc(C=NNC(=S)NN=Cc2cccc(OC)c2OC)c1OC,-28,-4,-2,-25,-12,-4,-14,-11,1,-9,-20
CC(C)CC1=NN2C(=N)/C(=C\c3coc4ccccc4c3=O)C(=O)N=C2S1,15,14,-2,14,10,4,-10,0,-28,17,24
O=C(CN(C(=O)Cn1nnc(-c2cccs2)n1)c1ccc2c(c1)OCCO2)NCc1ccccc1,-14,-4,9,0,12,-4,-2,20,10,0,2
CCS(=O)c1ccccc1C(=O)O (stereo unspecified),-11,10,5,-7,-34,0,2,2,14,5,3
Oc1ccccc1N1CCN(C(=S)NCCc2ccccc2)CC1,-20,-1,5,-3,1,0,8,-3,-36,-128,-4
Nc1nc(NCC2CCCO2)nc(Nc2cccc(Cl)c2)c1[N+](=O)[O-] (stereo unspecified),-31,8,-9,11,19,-3,2,1,7,13,0
O=C(NCc1cccnc1)c1ccccc1-c1ccccc1,-15,-13,-10,7,7,0,5,-6,5,4,-15
CC(C)(C)C(=O)Nc1ccccc1C(=O)Nc1ccncc1,2,1,6,-1,5,1,1,6,-15,-3,-7
COC(=O)Cc1cc(C)cc2c(=O)cc(-c3ccoc3)oc12,-24,4,0,16,6,-5,.,5,9,4,-6
Cc1ccc(-c2nc3cccnc3s2)cc1NS(=O)(=O)c1ccc2c(c1)OCCO2,-7,-3,2,-5,-10,17,2,6,-33,-18,13
CC(=O)N1CCc2[nH]c3ccccc3c2C1,-42,3,-3,15,-3,-5,-1,15,14,11,-4
COc1ccc(/C=C/C(=O)Nc2ccc(OC)cc2[N+](=O)[O-])cc1,6,0,4,-1,21,-3,0,-30,5,12,7
Cc1cc(C(C)(C)C)oc1C(=O)Nc1ccc(CC(=O)O)cc1,5,-1,1,7,13,-7,0,27,3,-22,8
NC(=O)C1=C[C@H](c2csc3ccccc23)C[C@H](OCCCCO)O1,3,13,5,-3,-6,-3,2,15,-3,-1,3
C#CCOCCOCCOCCNc1nc(N2CCN(C(=O)[C@H](CCCCN)n3cc(CN)nn3)CC2)nc(N2CCN(C(=O)[C@H](CCCN=C(N)N)n3cc(C(N)[C@H](C)CC)nn3)CC2)n1 (stereo partly specified),-9,-12,-7,3,-7,-15,-6,13,0,-4,-12
CCOC(=O)C1(Cc2ccccc2)CCCN(C(=O)COc2ccccc2OC)C1 (stereo unspecified),-69,-30,-1,-5,-95,-7,6,-19,-89,-72,-54
CSc1ccccc1NC(=O)CSc1nnc(Cc2ccccc2)o1,-21,-4,-5,5,-10,-2,-2,1,0,-4,16
Clc1ccc(CN(Cc2ccccc2)C(c2cccs2)c2nnnn2C2CCCC2)cc1 (stereo unspecified),-12,2,2,-5,-1,0,-9,-3,-20,-7,27
COC(=O)c1ccc(CSCC(=O)Nc2ccccc2)cc1,-15,-15,16,-7,21,-4,15,-1,9,9,-23
COc1cc(CCC(=O)Nc2cc(Cl)ccc2N2CCN(C)CC2)cc(OC)c1OC,5,4,-2,5,10,5,3,4,11,6,1
COC(=O)c1c(-c2ccc(OC)cc2)sc2ccc(OC)cc12,-36,-24,-10,-12,-68,-15,1,-3,-59,-101,-79

# Shown with values under each structure: 15 of the compounds above.
# Values in the order – SRC2 inh	NR2F2 inh	NOD2-RIPK2 inh	ABHD5 PLIN5 PPI	SRC3 inh	Granule exo inh	TLR9-MyD88 inh	TWEAK Fn14 block	LRH-1 inv ag	NCOA1 inh	TROY NFkB inh
> CCS(=O)c1ccccc1C(=O)O (stereo unspecified)
 : -11	10	5	-7	-34	0	2	2	14	5	3
> Oc1ccccc1N1CCN(C(=S)NCCc2ccccc2)CC1
 : -20	-1	5	-3	1	0	8	-3	-36	-128	-4
> Nc1nc(NCC2CCCO2)nc(Nc2cccc(Cl)c2)c1[N+](=O)[O-] (stereo unspecified)
 : -31	8	-9	11	19	-3	2	1	7	13	0
> O=C(NCc1cccnc1)c1ccccc1-c1ccccc1
 : -15	-13	-10	7	7	0	5	-6	5	4	-15
> CC(C)(C)C(=O)Nc1ccccc1C(=O)Nc1ccncc1
 : 2	1	6	-1	5	1	1	6	-15	-3	-7
> COC(=O)Cc1cc(C)cc2c(=O)cc(-c3ccoc3)oc12
 : -24	4	0	16	6	-5	.	5	9	4	-6
> Cc1ccc(-c2nc3cccnc3s2)cc1NS(=O)(=O)c1ccc2c(c1)OCCO2
 : -7	-3	2	-5	-10	17	2	6	-33	-18	13
> CC(=O)N1CCc2[nH]c3ccccc3c2C1
 : -42	3	-3	15	-3	-5	-1	15	14	11	-4
> COc1ccc(/C=C/C(=O)Nc2ccc(OC)cc2[N+](=O)[O-])cc1
 : 6	0	4	-1	21	-3	0	-30	5	12	7
> Cc1cc(C(C)(C)C)oc1C(=O)Nc1ccc(CC(=O)O)cc1
 : 5	-1	1	7	13	-7	0	27	3	-22	8
> NC(=O)C1=C[C@H](c2csc3ccccc23)C[C@H](OCCCCO)O1
 : 3	13	5	-3	-6	-3	2	15	-3	-1	3
> C#CCOCCOCCOCCNc1nc(N2CCN(C(=O)[C@H](CCCCN)n3cc(CN)nn3)CC2)nc(N2CCN(C(=O)[C@H](CCCN=C(N)N)n3cc(C(N)[C@H](C)CC)nn3)CC2)n1 (stereo partly specified)
 : -9	-12	-7	3	-7	-15	-6	13	0	-4	-12
> CCOC(=O)C1(Cc2ccccc2)CCCN(C(=O)COc2ccccc2OC)C1 (stereo unspecified)
 : -69	-30	-1	-5	-95	-7	6	-19	-89	-72	-54
> CSc1ccccc1NC(=O)CSc1nnc(Cc2ccccc2)o1
 : -21	-4	-5	5	-10	-2	-2	1	0	-4	16
> Clc1ccc(CN(Cc2ccccc2)C(c2cccs2)c2nnnn2C2CCCC2)cc1 (stereo unspecified)
 : -12	2	2	-5	-1	0	-9	-3	-20	-7	27

# (continued)
SMILES,SRC2 inh,NR2F2 inh,NOD2-RIPK2 inh,ABHD5 PLIN5 PPI,SRC3 inh,Granule exo inh,TLR9-MyD88 inh,TWEAK Fn14 block,LRH-1 inv ag,NCOA1 inh,TROY NFkB inh
CC(=O)N1N=C(c2ccco2)CC1c1cc2ccc(C)cc2nc1Cl (stereo unspecified),7,12,-1,-1,15,2,-8,8,8,-2,11
COc1ccc(C(CC(=O)O)NC(=O)c2cccs2)cc1 (stereo unspecified),-6,0,-12,5,8,-1,-6,2,8,-5,-3
O=C(O)c1cccc(NC(=O)C2C3C=CC(C3)C2C(=O)OCC(F)(F)C(F)F)c1 (stereo unspecified),-15,2,-8,4,-4,-2,1,-5,-4,-15,3
COc1ccc(CC(=O)NCC2CCCN(Cc3cccc(SC)c3)C2)cc1 (stereo unspecified),7,7,7,-4,2,48,-6,3,-6,0,-19
CCC(NS(=O)(=O)c1ccc2c(c1)NC(=O)C(C)C(=O)N2)c1cccs1 (stereo unspecified),9,6,-3,-2,-4,-2,-10,8,-15,2,-1
Cc1cc(/C=C\c2nc(O)c([N+](=O)[O-])c(=O)[nH]2)c(C)n1-c1ccccc1,-35,-5,-1,8,13,0,4,11,-1,-7,14
COc1ccc(NC(=O)COC(=O)CNS(=O)(=O)c2ccccc2)cc1OC,-12,12,7,-4,5,0,-15,11,-15,-26,7
CC1CN(C2=NC(=O)/C(=C3/C(=O)N(Cc4ccc(F)cc4)c4ccccc43)S2)CC(C)O1 (stereo unspecified),-5,-3,-12,-10,4,-4,-4,-13,7,1,0
CCOC(=O)Cn1cc(C(=O)C(C)(C)C)c2ccccc21,7,-3,4,-2,-11,-6,-7,-1,5,3,15
CN(C)CCOc1cccc(Cl)c1,-6,-16,-10,1,12,2,5,-15,0,10,-1
CC(C)CN1C(=O)c2ccc(NC(=O)c3ccccc3F)cc2C1=O,-14,-6,2,-5,-63,-1,-4,-28,0,-44,-7
Cc1ccc(S(=O)(=O)NCC(=O)OCc2csc(-c3ccccc3)n2)cc1,-20,-16,1,-4,0,4,-20,-18,-8,-37,-24
O=C(CNC(=O)c1ccc(Cl)c([N+](=O)[O-])c1)OCN1C(=O)c2ccccc2C1=O,9,-1,-8,-13,-4,-2,6,-8,-16,-9,3
O=C(Nc1cnn(Cc2ccc(Cl)c(Cl)c2)c1)c1nc2ncccn2n1,0,-15,-4,-3,16,1,-1,-9,-6,-1,11
CC(=O)c1c(C)nc2ccccn12,19,9,-3,-8,3,1,0,8,4,-13,0
O=C(Nc1nnc(COc2ccc(Cl)cc2)s1)c1ccc([N+](=O)[O-])cc1,4,-8,-12,3,7,1,1,-28,11,-9,0
O=C(Nc1cccc(Cl)c1)N1CCCC1,-21,8,5,0,-3,1,-1,3,-18,-27,-2
Cc1ccc(/C=N/NC(=O)c2nnn(-c3nonc3N)c2C)o1,13,-4,4,3,-4,3,-1,-4,-16,-1,4
